All columns: NCI-60 one-dose screen, growth in % after 48 h at 10 µM unless noted; 100 = growth as untreated, 0 = no growth, -100 = all killed.
DU-145: DU-145 prostate cancer. hit rate 4.2% among 81,000
OVCAR-5: OVCAR-5 ovarian cancer. hit rate 2.9% among 82,000. AID 1794783
IGROV1: IGROV1 ovarian cancer; hit rate 4.7% among 79,000
NCI/ADR-RES: NCI/ADR-RES ovarian cells | AID 1794790 | hit rate 4.4% among 81,000
OVCAR-8: OVCAR-8 ovarian cancer. hit rate 4.4% among 81,000. AID 1794782
OVCAR-3: OVCAR-3 ovarian cancer | hit rate 7% among 79,000 | AID 1794787
SK-OV-3: SK-OV-3 ovarian cancer cells | hit rate 3.2% among 80,000 | AID 1794785
OVCAR-4: OVCAR-4 ovarian cancer cells; hit rate 3.7% among 80,000; AID 1794784
* hit, by the source's call; · = not tested or not shown; & = joins results of further samples. Rule for the calls: active = growth percent below 10; inactive = the rest.

SMILES | DU-145 | OVCAR-5 | IGROV1 | NCI/ADR-RES | OVCAR-8 | OVCAR-3 | SK-OV-3 | OVCAR-4
Cn1c2nc3ccccc3c-2nc2ccccc21 | 96&94 | 87&103 | 62&80 | 94&99 | 89&93 | 93&99 | 91&91 | 81&90
O=C(CN1C(=O)/C(=C/c2cccs2)SC1=S)NCCc1c[nH]c2ccccc12 | 107 | 102 | 96 | 101 | 103 | 98 | 94 | 100
C=CC(=O)Nc1ccc(Oc2nccc(Nc3nnc(-c4ccccc4)s3)n2)cc1 | 105 | 90 | 82 | 100 | 96 | 102 | 104 | 93
CC1(C(=O)O)CCC(C(=O)Nc2ccccc2)C1(C)C (stereo not drawn) | 101 | 99 | 101 | 101 | 105 | 107 | 96 | 105
c1cnc2[nH]cc(-c3csc(-c4c[nH]c5ncccc45)n3)c2c1 | · | 104 | 88 | 104 | 104 | 100 | 95 | 107
O=Cc1cn(S(=O)(=O)c2ccccc2)c2ccccc12 | 105 | 95 | 94 | 95 | 95 | · | 111 | 103
Clc1ccc2c(c1)C(c1c[nH]c3ccccc13)(c1c[nH]c3ccccc13)CCO2 | 88 | 96 | 86 | 92 | 59 | 81 | 40 | 73
Cc1ccc2ccc3ccccc3c2c1 | 116 | 123 | 108 | 109 | 107 | 114 | 98 | 111
CC(C)N(Cc1ccc(CN(C(=O)CCl)C(C)C)cc1)C(=O)CCl | 12 | 4.1* | -49* | 4.6* | -13* | -76* | 50 | 26
N#CSc1c[nH]c2cccc(/C=C/C(=O)/C=C(/C=C/c3cccc4[nH]cc(SC#N)c34)OB(F)F)c12 | -69* | -11* | 3.9* | 26 | -26* | 2.3* | 79 | 7.1*

Three compounds from above, sorted by number of heavy atoms, high to low:
SMILES | DU-145 | OVCAR-5 | IGROV1 | NCI/ADR-RES | OVCAR-8 | OVCAR-3 | SK-OV-3 | OVCAR-4
N#CSc1c[nH]c2cccc(/C=C/C(=O)/C=C(/C=C/c3cccc4[nH]cc(SC#N)c34)OB(F)F)c12 | -69* | -11* | 3.9* | 26 | -26* | 2.3* | 79 | 7.1*
C=CC(=O)Nc1ccc(Oc2nccc(Nc3nnc(-c4ccccc4)s3)n2)cc1 | 105 | 90 | 82 | 100 | 96 | 102 | 104 | 93
Cn1c2nc3ccccc3c-2nc2ccccc21 | 96&94 | 87&103 | 62&80 | 94&99 | 89&93 | 93&99 | 91&91 | 81&90

New compounds follow:
SMILES | DU-145 | OVCAR-5 | IGROV1 | NCI/ADR-RES | OVCAR-8 | OVCAR-3 | SK-OV-3 | OVCAR-4
COc1cc2c(cc1OC)C(c1ccc3c(c1)Cc1ccccc1-3)OC(=O)C2 (stereo not drawn) | 88 | 84 | 104 | 75 | 80 | 101 | 90 | ·
CS(=O)(=O)c1ccc(C(=O)c2ccc(F)cc2)cc1 | 103 | 96 | 103 | 101 | 98 | · | 106 | 96
N=c1scc(-c2ccccc2)n1CC(=O)N1CCN(c2ccccc2)CC1 | 111 | 94 | 99 | 87 | 95 | 109 | 95 | 90
CCOc1ccc(C(=O)NC(=S)Nc2ccc(C(=O)NO)cc2)cc1 | 110 | 104 | 111 | 109 | 107 | 107 | 115 | 99
O=C(Cn1ncnn1)NCc1cc(-c2cccc(Cl)c2)no1 | 116 | 109 | 110 | 100 | 105 | 122 | 105 | 114
COC(=O)C1=NN(c2ccccc2)C2C3N(c4ccccc4)N=C(C(=O)OC)N3c3[nH]c(-c4ccccc4)cc3N12 (stereo not drawn) | 106 | 92 | 52 | 54 | 82 | 116 | 107 | 102
CCOC(=O)C1CCC1C(=O)OCC (stereo not drawn) | 107 | 110 | 109 | 110 | 104 | 113 | 100 | 112
CCOC(=O)C1=NN(c2ccccc2)C(=O)/C1=C\N1C(=S)NC(=O)/C1=C\c1cccc([N+](=O)[O-])c1 | 102 | 104 | 105 | 107 | 105 | 107 | 98 | 99
CCN(CC)Cc1cc(C(C)(C)CC)cc(C2CCCCC2)c1O | 117 | 95 | 123 | 118 | 103 | 118 | 101 | 108
NC(N)=NC=O | 113 | 95 | 101 | 105 | 95 | 113 | 102 | 102
Cc1ccc(-c2nc(N3CCCN(C(=O)Nc4ccccc4)CC3)c3ccccc3n2)cc1 | 87 | 110 | 84 | 97 | 96 | 90 | 112 | 96
O=C(O)C(c1ccccc1)C1(O)CC2CCC1C2 (stereo not drawn) | 132 | 103 | 122 | 104 | 107 | 110 | 99 | 110
COc1ccc2cc(-c3ccnc4c(N=Nc5ccccc5)c(-c5ccccc5)nn34)ccc2c1 | 102 | 93 | 101 | 101 | 97 | 97 | 91 | 96
Cc1nc2[nH]c(=S)[nH]c2c(=O)[nH]1 | 112 | 92 | 112 | 114 | 107 | 106 | 98 | 116
Cn1cc(-c2nc(-c3c[nH]c4ccncc34)cs2)c2ccccc21 | 44 | 72 | 67 | 86 | 49 | 86 | 77 | 52
COC(=O)C[C@H](Nc1nc(N)nc(N(C)Cc2ccccc2)c1C=O)C(=O)OC | 116 | 106 | 117 | 108 | 100 | 125 | 109 | 102
Nc1cc(N)nc(S(=O)O)n1 | 96 | 90 | 93 | 98 | 101 | 103 | 95 | ·
CCCCOc1ncnc2c1CC(C)c1cc(O)ccc1N2C (stereo not drawn) | 96 | 97 | 71 | 81 | 83 | 92 | 96 | 71
O=C1NC(=O)C(CC(=O)n2c(-c3ccccc3)nc3ccccc32)C(=O)N1 | 108 | 103 | 93 | 103 | 101 | 106 | 98 | 103
OC(c1ccccc1)C(O)C(c1ccccc1)N1CCCCC1 (stereo not drawn) | 129 | 113 | 109 | 112 | 110 | 126 | 107 | 116

2 records drawn at random from those above:
SMILES | DU-145 | OVCAR-5 | IGROV1 | NCI/ADR-RES | OVCAR-8 | OVCAR-3 | SK-OV-3 | OVCAR-4
NC(N)=NC=O | 113 | 95 | 101 | 105 | 95 | 113 | 102 | 102
Cc1nc2[nH]c(=S)[nH]c2c(=O)[nH]1 | 112 | 92 | 112 | 114 | 107 | 106 | 98 | 116

(list continues)
SMILES | DU-145 | OVCAR-5 | IGROV1 | NCI/ADR-RES | OVCAR-8 | OVCAR-3 | SK-OV-3 | OVCAR-4
Nc1cccc2c(O)cccc12 | 94 | 108 | 85 | 91 | 92 | 82 | 88 | 83
Nc1ccc(C(=O)Oc2ccccc2)c(O)c1 | 115&93 | 95&77 | 94 | 107&94 | 96&90 | 117&86 | 115&118 | 112
O=C1CC(c2ccccc2)Oc2ccc(Cl)cc21 (stereo not drawn) | 102 | 102 | 96 | 106 | 100 | 101 | 104 | 99
NC(=S)N/N=C1\CCCC(C(F)(F)F)C1 (stereo not drawn) | · | 103 | 14 | 88 | 84 | · | 108 | 98
O=C1CC(c2ccccc2)Cc2nc3ccc(F)cc3cc21 (stereo not drawn) | 113 | 97 | 75 | 103 | 97 | 99 | 90 | 97
Nc1ncnc2c1ncn2[C@@H]1O[C@H](COS(N)(=O)=O)[C@@H](O)[C@H]1O | 106 | 103 | 105 | 111 | 109 | 111 | · | 126
CSc1nc(-c2cccs2)c(C#N)c(-n2nc(C)cc2C)n1 | 107 | 107 | 100 | 95 | 106 | 115 | 96 | 105
O=C(Cc1ccc(/C=C/C(=O)c2ccccc2O)cc1)Nc1cccc2ccccc12 | 110 | 104 | · | 98 | 94 | 102 | 85 | 109
Cc1nn(-c2ccccc2)c(-n2ccnc2)c1/C=N/Nc1nc(-c2ccc(C#N)cc2)cs1 | 89 | 110 | 101 | 67 | 68 | 89 | 100 | 87
Cc1cc(C)c2ccc(NC(=O)c3cccs3)nc2n1 | 106 | 113 | 99 | 94 | 99 | 113 | 106 | 94
COc1ccc(C(=O)c2nc3ccccc3n2CC(=O)c2ccc(F)cc2)cc1 | 104 | 83 | 87 | 58 | 89 | 84 | 116 | 74
CCOC(=O)c1ccc(NC(=O)Oc2cc(C)c(Cl)cc2C(C)C)cc1 | 113 | 83 | 109 | 97 | 89 | 130 | 95 | 104
Cc1ccc(/C=C2\SC(=S)N(CCCC(=O)O)C2=O)cc1 | 102 | 109 | 114 | 101 | 101 | · | 106 | 99
Clc1ccc2c(Cl)ccnc2c1 | 110 | 114 | · | 108 | 102 | 107 | 99 | 109
COc1ccc(C2CC(c3ccc(OC)c(OC)c3)=NN2C=O)cc1 (stereo not drawn) | 106 | 103 | 97 | 89 | 96 | 105 | 105 | 93
CC[C@H](CC[C@@H](C)[C@H]1CC[C@H]2[C@@H]3CC[C@H]4C[C@@H](O)CC[C@]4(C)[C@H]3CC[C@]12C)C(C)C | 108 | 113 | 109 | 101 | 105 | 107 | 106 | 105
Clc1ccc(N2CCN(CCCN3CCN(c4cccc(Cl)c4)CC3)CC2)cc1 | 80 | 79 | · | 65 | 71 | 66 | · | 56
COC1OCC(OS(=O)(=O)c2ccc(C)cc2)C(OC(=O)c2ccccc2)C1OC(=O)c1ccccc1 (stereo not drawn) | 67 | 73 | 38 | -6.7* | 69 | -12* | 86 | 57
COc1ccc(OC)c(/C(C)=N/NC(=O)CSc2nc3ccccc3c(=O)n2Cc2ccc(S(N)(=O)=O)cc2)c1 | 117 | 100 | 96 | 104 | 102 | 113 | 118 | 114
O=COCCCOCCCOc1ccccc1 | 105 | 100 | 107 | 103 | 110 | 104 | 103 | 115
O=C(CCl)N1c2ccccc2Sc2ccc3ccccc3c21 | -91* | 21 | -71* | -26* | -24* | -82* | 18 | -42*
C=CCOC(=O)C1=C(C)NC2=C(C(=O)CC(C)(C)C2)C1c1ccc(F)cc1 (stereo not drawn) | 111 | 100 | 105 | 99 | 95 | 109 | 76 | 101
C(=C\c1ccccc1)/CSc1ncnc2nc[nH]c12 | 96 | 89 | 77 | 93 | 106 | 87 | · | 97
COC(=O)C1=NC(=O)C(C#N)=C(C(=O)OC)C1(C(=O)c1ccc(OC)cc1)c1ccc(OC)cc1 (stereo not drawn) | 95 | 89 | 94 | 87 | 94 | 107 | 124 | 90
CCN1C(=O)N(CC)C2NC(SC)=NC21 (stereo not drawn) | 111 | 89 | 102 | 100 | 104 | 102 | 104 | 103
CC1(C)S[C@@H]2[C@H](NC(=O)Cc3ccccc3)C(=O)N2[C@H]1C(=O)O | · | · | 115 | 110 | 113 | · | 118 | 121
Nc1cccc2cnccc12 | 117 | 106 | 106 | 102 | 101 | 115 | 109 | 106
O=C1CC(Cl)C(=O)N1c1ccccc1 (stereo not drawn) | 115&108 | 100&100 | 97&112 | 94 | 104&100 | 107&119 | 106&102 | 102&107
N#CC1=C(N)Oc2c(ccc(O)c2O)C1c1c[nH]c2ccccc12 (stereo not drawn) | 83 | 103 | 86 | 80 | 76 | 89 | 98 | 80
CC(=O)Oc1ccc(OC(C)=O)c(C(=O)O)c1 | 103 | 107 | 109 | 101 | 104 | 106 | 109 | 117

Compound profiles (already shown).
`CC1(C)S[C@@H]2[C@H](NC(=O)Cc3ccccc3)C(=O)N2[C@H]1C(=O)O` is entered as DU-145: ·; OVCAR-5: ·; IGROV1: 115; NCI/ADR-RES: 110; OVCAR-8: 113; OVCAR-3: ·; SK-OV-3: 118; OVCAR-4: 121
`O=C(CCl)N1c2ccccc2Sc2ccc3ccccc3c21` is entered as DU-145: -91*; OVCAR-5: 21; IGROV1: -71*; NCI/ADR-RES: -26*; OVCAR-8: -24*; OVCAR-3: -82*; SK-OV-3: 18; OVCAR-4: -42*
`O=C1CC(Cl)C(=O)N1c1ccccc1` (stereo not drawn) is entered as DU-145: 115&108; OVCAR-5: 100&100; IGROV1: 97&112; NCI/ADR-RES: 94; OVCAR-8: 104&100; OVCAR-3: 107&119; SK-OV-3: 106&102; OVCAR-4: 102&107

(list continues)
SMILES | DU-145 | OVCAR-5 | IGROV1 | NCI/ADR-RES | OVCAR-8 | OVCAR-3 | SK-OV-3 | OVCAR-4
COc1ccccc1OCC(=O)Nc1sc2c(c1C(N)=O)CCC2 | 58 | 107 | -10* | 79 | 77 | 92 | 70 | 83
Cc1ccc(C(=O)NNC(=O)c2ccccc2)cc1 | 100 | 108 | 118 | 101 | 106 | 111 | 108 | 107
CC12CC[C@@H]3[C@]4(C)COC(c5cccc(Cl)c5)O[C@@H]4CC[C@@]3(C)[C@@H]1CC(C1=CCOC1=O)O2 (stereo partly drawn) | 95 | 100 | 89 | 85 | 83 | 96 | 91 | 47
Nc1cc([N+](=O)[O-])ccc1O | 115 | 132 | 99 | 106 | 92 | 110 | 118 | 128
CN(C)C1CN(C(=O)c2cc(-c3ccc4ncnc(N5CCc6cc(F)c(Cl)cc65)c4c3)cnc2N)C1 | 9.9* | 28 | -34* | 21 | 16 | -17* | 23 | 5.9*
O=C(Nc1cccc(-n2ccc3c(NC(=O)c4ccccc4)nccc32)c1)c1cccc(C(F)(F)F)c1 | -11* | 32 | 16 | -1.2* | 3.8* | -8.1* | 12 | 73
CC(=O)Nc1cccc(OCCCOc2ccc([N+](=O)[O-])cc2)c1 | 116 | 97 | 112 | 78 | 93 | 129 | 114 | 97
CCOC(=O)c1cc2c(n1Cc1ccccc1)-c1oncc1CCC2 | 114 | 101 | 58 | 52 | 81 | 77 | 87 | 73
c1ccc2nc(Cn3c[n+](Cc4ccc5ccccc5n4)c4ccccc43)ccc2c1 | 61 | 71 | 35 | 102 | 30 | 24 | 57 | 23
COc1ccc([C@H]2[C@H](C(=O)O)c3ccccc3C(=O)N2c2ccc(Oc3ccccc3)cc2)cc1 | 108 | · | 101 | 103 | 98 | 108 | 105 | 106
C/C(=C\CSc1ncccc1C(=O)O)CCCC(C)CCCC(C)CCCC(C)C (stereo not drawn) | 78 | 93 | 74 | 74 | 62 | 93 | 109 | 101
C=C(C)C(=O)Nc1ccc(NC(C)C)cc1 | 133 | 117 | 120 | 112 | 93 | 121 | 109 | 111
Cn1cc(NC(=O)c2cc(NC(=O)CCSc3ccc4ccccc4c3)cn2C)cc1C(=O)NCCCN1CCOCC1 | 110 | 119 | 105 | 107 | 106 | 109 | 97 | 85
COc1ccccc1-n1cc(C#N)c(N)c1C(=O)c1ccc(Cl)cc1 | 94 | 109 | 78 | 41 | 97 | 64 | 101 | 98
O=C(Nc1cccc(C(F)(F)F)c1)N1CCN(c2cc(-c3cn(-c4ccccc4)nc3-c3cccc(O)c3)ccn2)CC1 | 61 | 82 | 43 | 28 | 31 | 54 | 85 | 25
